NPR1 activator: GC-A (human) enzyme activation; HEK293 GC-A cells, cGMP TR-FRET, EC30 ANP; 0% at EC30 ANP, 100% saturating ANP; activation, % at 10 µM; actives 0.14% (n = 370,000); in the data active = activation above about 40%
ARFGAP1 inh: rat ARFGAP1 inhibition | actives 0.26% (n = 360,000) | inhibition, % at 16.5 µM | Arfgap1-stimulated ARF1 GTP hydrolysis, GDP FP detection | AID 651572;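 active = inhibition above a per-plate limit, mean inhibition of low control wells plus 3 SD, cut at about 25% in these data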;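 note: 0% = DMSO wells with enzyme and 100% = wells lacking Arfgap1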
Target sequence (Q62848 1-136 limits assumed): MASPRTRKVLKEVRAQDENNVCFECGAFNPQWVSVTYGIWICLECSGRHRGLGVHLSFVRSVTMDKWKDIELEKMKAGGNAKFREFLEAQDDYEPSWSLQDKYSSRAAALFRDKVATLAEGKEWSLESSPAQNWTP
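system = rat Arfgap1 catalytic domain, aa 1-136 | technique = FP, GDP Alexa 633 tracer displaced from anti-GDP antibody, 620/688 nm | compound = one concentration, 16.5 µM, DMSO 1.26% | medium = HEPES-based buffer, pH 7.5 | timing = compound-enzyme preincubation 20 min, reaction 120 min, detection 60 min, 25 °C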
HGIII-sPLA2 inh: Inhibits HGIII-sPLA2 liposome hydrolysis, primary screen | Q9NZ20 | QFRET BODIPY PC-A2 liposome hydrolysis, fluorescence | inhibition, % at 12.2 µM | actives 0.56% (n = 370,000) | AID 743126;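 active = inhibition above mean plus 3 SD of compounds lying within the high and low control bounds, cut at about 19% in these data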;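 note: 0% = median of test compound wells and 100% = no enzyme DMSO wells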
rCAG RNA binder: binds r(CAG) RNA repeats. r(CAG) RNA repeat, TO-PRO-1 dye displacement fluorescence. inhibition, % at 3 µM. actives 1.3% (n = 370,000);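 active = inhibition above the plate cutoff, the mean of all test compounds on that plate plus 3 SD, cut at about 35% in these data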;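 note: 0% = DMSO alone and 100% = 100 µM mitoxantrone as full dye displacement; higher means more dye released from RNA so lower well fluorescence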
GAA850 FXN act: frataxin GAA850 promoter activation; HEK293 lucGAA850 FXN promoter luciferase reporter, 24 h; percent of 10 µM SAHA response; activation, % at 6 µM; actives 0.56% (n = 360,000); AID 540364;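 active = activation above the average of all compounds screened plus 3 SD, cutoff fixed separately per campaign, cut at about 7.5% in these data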;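 note: 0% = DMSO wells and 100% = 10 µM SAHA wells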
NPR2 activator: GC-B (human) receptor activation. actives 0.11% (n = 370,000). HEK293-GC-B cells, CNP EC30, cGMP TR-FRET; 0% at EC30 CNP, 100% saturating CNP. activation, % at 10 µM. P20594;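 active = activation at 10 µM reaching about 35% in either raw or pattern-adjusted values, limit read from the data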
ASAP1 GAP inh: inhibitors of human ASAP1 ArfGAP activity | ASAP1-stimulated ARF1 GTP hydrolysis, GDP FP detection | inhibition, % at 16.5 µM | actives 0.19% (n = 360,000) | AID 624377; in the data active = inhibition above about 25%;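 note: 0% = vehicle with enzyme and substrate and 100% = no enzyme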
ADAM10 inh: inhibitors of human ADAM10 | actives 0.62% (n = 370,000) | inhibition, % at 7 µM | recombinant ADAM10, EDANS/DABCYL FRET peptide cleavage, 3 h | O14672;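 active = inhibition above a per-campaign cutoff equal to the mean of compounds falling between control-based bounds plus 3 SD, cut at about 20% in these data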;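 note: 0% = DMSO wells while the 100% control is not disclosed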
Target sequence (O14672 214-748 limits assumed): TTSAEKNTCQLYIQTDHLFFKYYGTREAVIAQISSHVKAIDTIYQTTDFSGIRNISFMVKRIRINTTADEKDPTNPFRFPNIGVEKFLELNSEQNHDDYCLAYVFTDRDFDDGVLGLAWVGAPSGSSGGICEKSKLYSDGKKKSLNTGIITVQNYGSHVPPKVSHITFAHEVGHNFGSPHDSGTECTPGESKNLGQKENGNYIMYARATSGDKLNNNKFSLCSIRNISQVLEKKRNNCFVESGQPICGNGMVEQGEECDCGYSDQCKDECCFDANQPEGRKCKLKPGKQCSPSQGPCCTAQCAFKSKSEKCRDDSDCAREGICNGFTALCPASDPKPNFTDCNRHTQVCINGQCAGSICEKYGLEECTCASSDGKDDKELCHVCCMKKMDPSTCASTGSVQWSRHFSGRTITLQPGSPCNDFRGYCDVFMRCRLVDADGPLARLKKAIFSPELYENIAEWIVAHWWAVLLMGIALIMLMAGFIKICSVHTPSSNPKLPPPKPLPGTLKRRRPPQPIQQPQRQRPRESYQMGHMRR
DDE Tn6 FP inh: DD(E)-Tn6 binding inhibition, primary FP screen | P02675 | actives 0.21% (n = 370,000) | inhibition, % at 8.3 µM | Fibrin DD(E) TRITC-Tn6 fluorescence polarization displacement;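 active = inhibition above a per-campaign cutoff: mean of compounds within control limits plus 3 SD, cut at about 15% in these data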;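 note: 0% = median of all compound wells on the plate and 100% = blocking peptide control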
proKLK7 act: activates the human kallikrein-7 zymogen. activation, % at 7 µM. AID 652039. P49862. actives 0.9% (n = 370,000). purified proKLK7, EDANS-DABCYL substrate fluorescence; 100% is mature enzyme control, 0% vehicle;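 active = activation above the mean of all tested compounds plus 3 SD, computed per campaign excluding outliers beyond control limits, cut at about 13% in these data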
Target sequence (P49862 whole entry, looked up): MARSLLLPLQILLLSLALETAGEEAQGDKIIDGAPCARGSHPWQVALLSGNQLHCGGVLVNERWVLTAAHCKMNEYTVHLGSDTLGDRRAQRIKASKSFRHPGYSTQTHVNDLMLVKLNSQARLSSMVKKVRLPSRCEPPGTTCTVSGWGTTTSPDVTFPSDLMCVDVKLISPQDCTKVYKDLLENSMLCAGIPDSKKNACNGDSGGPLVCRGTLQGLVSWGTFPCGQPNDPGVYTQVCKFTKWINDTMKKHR
The depositor's hits bear a star; i = inactive; / = no result given.

1) O=C(NC1=NCCS1)C1CCN(S(=O)(=O)c2cc([N+](=O)[O-])ccc2Cl)CC1
2) O=S(=O)(c1ccccc1)N(CC(O)CN1CCCCC1)c1ccccc1 (stereo not given)
3) CCC(C)(C(=O)NC1CCCCC1)N(C(=O)c1cnccn1)c1c(C)n(C)n(-c2ccccc2)c1=O (stereo not given)
4) CCCCSC1=C(C#N)C(c2ccccc2C)CC(=O)N1 (stereo not given)
5) CC(C)NC(=O)CSc1ccccc1C(=O)N1CCN(S(=O)(=O)/C=C/c2ccccc2)CC1
6) O=C(Cc1cccs1)N(CC1CCCO1)C1(C(=O)NC2CCCCC2)CCCCC1 (stereo not given)
7) CCOC(=O)c1cnc(SCc2nc(N)nc(Nc3ccc(OC)cc3)n2)nc1N
8) C[C@H]1CN([C@@H](C)CO)S(=O)(=O)c2ccc(Br)cc2O[C@@H]1CN(C)C(=O)Nc1ccc2c(c1)OCO2
screen / no.	1	2	3	4	5	6	7	8
NPR1 activator	-3.7	2.0	3.2	1.6	-18.5	-10.8	8.0	1.0
ARFGAP1 inh	-3.4	-8.1	7.6	-2.5	-3.9	-7.0	-3.8	-0.3
HGIII-sPLA2 inh	8.6	-5.1	-0.4	-2.9	6.8	-2.4	-24.5	-7.0
rCAG RNA binder	14.8	-0.8	-5.3	-0.8	2.7	-6.7	1.3	5.1
GAA850 FXN act	1.4	2.6	-0.9	-0.1	-0.3	3.2	4.3	0.1
NPR2 activator	-1.8	4.8	1.2	-0.4	-13.9	-6.7	6.7	-2.8
ASAP1 GAP inh	-0.4	-6.8	1.9	-10.3	-9.5	-0.3	-13.2	3.2
ADAM10 inh	-4.0	-1.3	-1.6	-6.8	-6.8	-4.8	-7.6	-3.1
DDE Tn6 FP inh	3.8	3.0	1.4	7.0	7.7	-3.2	1.0	0.0
proKLK7 act	0.1	-0.4	-0.7	-0.9	0.3	0.1	-0.3	0.5

9) Cc1ccc(C(=O)CCC(=O)NN2C(=O)NC3(CCCCC3)C2=O)cc1
10) O=C(CN1CCCC1c1cccs1)N1CCN(S(=O)(=O)c2ccccc2)CC1 (stereo not given)
11) CC(C)CNC(=O)CN(c1cccc(Cl)c1)S(C)(=O)=O
12) Cc1[nH]c(=O)[nH]c(=O)c1CSCC(=O)OCC(=O)Nc1ccccn1
13) O=C(N/N=C/c1c(O)ccc2ccccc12)C(=O)N1CCCC1
14) OC1(c2cccs2)CN(c2ccccc2)C2=[N+]1CCCC2 (stereo not given)
15) CCC(=O)N1CCC(C)(C(=O)Nc2ccc3c(c2)OCO3)C1 (stereo not given)
16) COCCN(CCOC)C(=O)COC(=O)c1cc([N+](=O)[O-])ccc1Cl
screen / no.	9	10	11	12	13	14	15	16
NPR1 activator	-1.4	0.3	-1.7	0.3	-2.8	-6.5	2.4	-1.1
ARFGAP1 inh	8.2	4.7	-6.5	8.8	-5.1	-5.6	7.5	-4.2
HGIII-sPLA2 inh	2.7	-7.8	-0.4	0.0	0.9	3.5	9.8	1.6
rCAG RNA binder	-3.0	4.0	-0.7	-2.1	3.2	-2.7	0.9	-5.1
GAA850 FXN act	-1.7	-0.3	2.5	-1.4	-3.5	1.2	1.0	-0.1
NPR2 activator	3.3	1.3	2.7	1.4	-3.4	3.6	2.4	5.1
ASAP1 GAP inh	-3.4	13.4	-4.3	8.9	1.3	-0.1	0.8	-14.3
ADAM10 inh	-4.8	7.0	-0.8	-7.5	-14.7	7.2	-9.8	9.3
DDE Tn6 FP inh	5.2	4.1	3.6	-3.9	-4.8	-0.1	-6.8	-1.5
proKLK7 act	-0.2	-0.8	-0.7	0.0	-5.0	-0.4	0.0	0.2

By substructure: those above containing a thiophene ring, fused or not (3)
6) O=C(Cc1cccs1)N(CC1CCCO1)C1(C(=O)NC2CCCCC2)CCCCC1 (stereo not given)
10) O=C(CN1CCCC1c1cccs1)N1CCN(S(=O)(=O)c2ccccc2)CC1 (stereo not given)
14) OC1(c2cccs2)CN(c2ccccc2)C2=[N+]1CCCC2 (stereo not given)
screen / no.	6	10	14
NPR1 activator	-10.8	0.3	-6.5
ARFGAP1 inh	-7.0	4.7	-5.6
HGIII-sPLA2 inh	-2.4	-7.8	3.5
rCAG RNA binder	-6.7	4.0	-2.7
GAA850 FXN act	3.2	-0.3	1.2
NPR2 activator	-6.7	1.3	3.6
ASAP1 GAP inh	-0.3	13.4	-0.1
ADAM10 inh	-4.8	7.0	7.2
DDE Tn6 FP inh	-3.2	4.1	-0.1
proKLK7 act	0.1	-0.8	-0.4

Arranged by the number under ADAM10 inh (rising): 3 from the list above
| entry | canonical_smiles | ADAM10 inh |
| --- | --- | --- |
| 13 | O=C(N/N=C/c1c(O)ccc2ccccc12)C(=O)N1CCCC1 | -14.7 |
| 11 | CC(C)CNC(=O)CN(c1cccc(Cl)c1)S(C)(=O)=O | -0.8 |
| 14 | OC1(c2cccs2)CN(c2ccccc2)C2=[N+]1CCCC2 (stereo not given) | 7.2 |

Later entries:
17) Cc1ccc(CNc2ccc3c(c2)nc(C)n3C)cc1
18) CN(C)CCNC(=O)c1cccc(-c2cnc3c(NC=O)cc(-c4cccc(C(F)(F)F)c4)cn23)c1
19) C#CCOCCOCCOCCNc1nc(N2CCN(C(=O)[C@H]([C@@H](C)CC)n3cc(CCCN=C(N)N)nn3)CC2)nc(N2CCN(C(=O)[C@H](CCCCN)n3cc(CC(C)O)nn3)CC2)n1 (stereo not given in full)
20) COc1cccc(NC(=O)Nc2cc(C(=O)NCC3CCCO3)ccc2N2CC3CC(C2)c2cccc(=O)n2C3)c1 (stereo not given)
21) COc1ccc(C(=O)Nc2ccccc2C(=O)N2CCCCCC2)cc1OC
22) Cc1cccc(N2CCN(S(=O)(=O)c3cnc[nH]3)CC2)c1C
23) Cc1ccc(C(=O)COC(=O)c2cccc(O)c2)s1
24) CC(C)CCNC(=O)[C@@H](NC(=O)c1c(F)cccc1F)C(C)C
screen / no.	17	18	19	20	21	22	23	24
NPR1 activator	3.4	-15.4	0.6	1.3	1.4	-4.4	3.4	0.3
ARFGAP1 inh	8.1	5.5	-1.6	1.6	5.3	-11.5	5.0	0.2
HGIII-sPLA2 inh	8.9	-9.2	-1.4	3.8	-3.1	-22.6	-23.6	4.6
rCAG RNA binder	-5.9	7.3	2.4	-5.2	-7.6	-0.9	5.8	-1.3
GAA850 FXN act	5.8	-0.7	0.1	-2.6	2.4	0.3	2.8	0.2
NPR2 activator	5.1	-5.1	4.1	0.0	-4.0	6.7	-4.9	0.0
ASAP1 GAP inh	-2.1	6.8	17.2	-11.1	7.9	-8.0	11.8	7.8
ADAM10 inh	-9.3	-25.1	4.2	6.9	-13.6	-9.5	1.8	-4.8
DDE Tn6 FP inh	-7.4	-5.7	-2.2	5.9	-0.9	3.8	0.5	1.3
proKLK7 act	1.1	-0.1	0.5	0.4	-0.1	-0.9	0.6	-0.2

25) CCN1C(=O)C(CC(=O)Nc2ccc(OC)cc2)N(Cc2ccco2)C1=S (stereo not given)
26) C[C@@H](NC(=O)c1ncn(Cc2ccccc2)c1C(=O)N[C@H](C)c1ccccc1)c1ccccc1
27) COc1cc(OC)cc(OC(=O)C2CCN(C3=NS(=O)(=O)c4ccccc43)CC2)c1
28) O=C(Nc1cc(Cl)ccc1F)C1CCCN1S(=O)(=O)c1cccc2cccnc12 (stereo not given)
29) O=C(CSCc1ccc(Cl)cc1)NCc1ccc2c(c1)OCO2
30) CC(=O)OCC1(C)CN(c2ccccc2)N(C(=O)c2ccc(C(C)(C)C)cc2)C1=O (stereo not given)
31) Cc1cc(-c2nnc(CCC(=O)NCc3cccc(C(F)(F)F)c3)o2)no1
32) COc1ccc(-n2c(SCC(=O)Nc3ccc(C(N)=O)cc3)nc3c([nH]c4ccccc43)c2=O)cc1OC
screen / no.	25	26	27	28	29	30	31	32
NPR1 activator	-2.7	1.5	-3.8	-2.3	-0.8	1.0	-2.6	-1.4
ARFGAP1 inh	21.0	-2.0	-6.7	/	7.0	0.3	-11.9	-0.5
HGIII-sPLA2 inh	-40.3	1.1	-2.0	6.1	4.0	-11.4	2.6	0.8
rCAG RNA binder	2.8	-1.3	0.3	0.8	-3.0	-7.0	-3.0	11.1
GAA850 FXN act	0.7	1.3	-0.9	/	1.4	-0.5	2.2	1.5
NPR2 activator	-7.1	4.3	-9.3	-2.9	-1.9	0.3	7.5	-5.6
ASAP1 GAP inh	3.2	2.1	5.9	/	-3.7	-9.5	7.3	-1.2
ADAM10 inh	2.4	15.9	0.0	-2.6	-5.8	4.7	-10.1	-8.5
DDE Tn6 FP inh	7.0	-0.1	-1.8	1.0	-3.1	-4.7	10.5	3.7
proKLK7 act	0.0	0.6	0.3	0.4	0.1	0.8	0.1	-1.0

33) C=CCN(C(=O)c1cccc(C(F)(F)F)c1)C1(C(=O)Nc2ccccc2)CCN(C(C)C)CC1
34) CC(=O)Nc1ccc2nc(-c3cccn3C)[nH]c2c1
35) CCCC(=O)Nc1ncnc2c1ncn2[C@@H]1O[C@@H]2OP(=O)(O)OC[C@H]2[C@H]1OC(=O)CCC
36) Fc1ccc(-n2c(-c3ccco3)nc3nc4ccccc4nc32)cc1
37) Cc1ccc(-n2c(=S)sc3c(=O)n(-c4ccc(F)cc4)c(SCC(=O)O)nc32)cc1C
38) COc1ccc(NC(=O)CCS(=O)(=O)c2ccccc2Cl)cc1S(=O)(=O)Nc1ccc(Cl)cc1
39) COC(=O)CNC(=O)COC(=O)/C=C/c1ccc2ccccc2n1
40) Cc1cc(C)n2nc(CC(=O)NNC(=O)c3ccc(N(C)C)cc3)nc2n1
41) COc1cc2sc(-c3ccc(S(C)(=O)=O)cc3)c(C(=O)NCc3ccc(C)o3)c2cc1OC
42) CCCCCn1c(CN2CCN(Cc3ccccc3)CC2)nc2c1c(=O)[nH]c(=O)n2C
screen / no.	33	34	35	36	37	38	39	40	41	42
NPR1 activator	-6.5	-6.7	2.2	1.1	3.2	-8.6	-2.8	-2.2	2.4	-19.3
ARFGAP1 inh	2.9	-9.9	5.3	0.5	-15.9	11.0	0.7	-12.4	2.7	6.9
HGIII-sPLA2 inh	-5.5	5.5	7.9	4.0	-8.7	-28.1	0.6	1.3	-2.9	1.9
rCAG RNA binder	-6.6	-2.4	1.6	19.0	35.5*	11.2	-5.8	1.9	4.1	-2.4
GAA850 FXN act	-3.7	3.9	4.7	1.3	4.2	-4.6	2.1	1.7	-0.5	-0.7
NPR2 activator	-2.5	-0.2	-5.8	1.4	6.9	-11.2	-0.4	-1.2	-0.3	-11.6
ASAP1 GAP inh	2.5	2.9	4.0	-6.5	6.7	11.6	-1.6	-2.4	-4.5	-3.4
ADAM10 inh	2.0	-20.2	-12.9	i	-7.7	5.9	-27.1	4.2	i	-4.9
DDE Tn6 FP inh	-7.1	3.7	2.4	1.3	4.9	10.9	3.0	6.0	0.8	1.6
proKLK7 act	0.5	1.1	0.3	-10.4	-0.1	0.7	-2.5	0.2	13.7*	-0.8

An unsorted share of the library. About 4.5% of those tested had a hit in this group.
